GSTO1 counter = counter-screen for RBBP9 inhibitors: inhibitors of human GSTO1 | 300,000 tested, 1.1% active | P78417 | inhibition, % at 5.96 µM | recombinant GSTO1, activity-based probe fluorescence polarization;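 active = inhibition above the campaign mean inhibition plus 3 SD, cut at about 35% in these data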;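 also: 0% = GSTO1-1 with DMSO and 100% = wells lacking GSTO1-1 enzyme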
LYPLA2 counter = blocks human lysophospholipase 2, a PME1 counter-screen; recombinant LYPLA2, FP-Rh probe fluorescence polarization; 320,000 tested, 0.38% active; inhibition, % at 5.9 µM; O95372;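 active = inhibition above the screen-wide mean plus 3 SD, limit set per campaign, cut at about 26% in these data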;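 also: 0% = LYPLA2 with DMSO and 100% = wells lacking LYPLA2 enzyme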
PREPL inhibitor = human PREPL enzyme inhibition; Q4J6C6; recombinant PREPL, fluorescence polarization activity-based probe; inhibition, % at 5.96 µM; 320,000 tested, 0.68% active; AID 2751; in the data active = inhibition above about 43%;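 also: 0% = enzyme with DMSO and 100% = wells lacking enzyme; many of its hits are not listed in these tables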
PAFAH1B3 inh = blocks human PAF acetylhydrolase 1B catalytic subunit 3. Q15102. recombinant PAFAH1B3, FP-rhodamine probe, fluorescence polarization. inhibition, % at 3.39 µM. 340,000 tested, 0.28% active. AID 492972;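 active = inhibition above the screen-wide average of all tested compounds plus 3 SD, cut at about 25% in these data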;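 also: 0% = enzyme with DMSO only and 100% = wells lacking PAFAH1B3 protein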
PME-1 inh = PME-1 (human) inhibition; inhibition, % at 5.9 µM; recombinant PME-1, FP-Rh probe fluorescence polarization; 320,000 tested, 0.53% active;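 active = inhibition above the campaign mean of all compounds plus 3 SD, cut at about 26% in these data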;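 also: competitive labeling of PME-1 active site by serine hydrolase directed probe; 0% = PME-1 with DMSO and 100% = wells lacking PME-1 enzyme; inhibitors block probe labeling so polarization falls and inhibition rises; many of its hits are not listed in these tables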
Target sequence (Q9Y570 whole entry, looked up): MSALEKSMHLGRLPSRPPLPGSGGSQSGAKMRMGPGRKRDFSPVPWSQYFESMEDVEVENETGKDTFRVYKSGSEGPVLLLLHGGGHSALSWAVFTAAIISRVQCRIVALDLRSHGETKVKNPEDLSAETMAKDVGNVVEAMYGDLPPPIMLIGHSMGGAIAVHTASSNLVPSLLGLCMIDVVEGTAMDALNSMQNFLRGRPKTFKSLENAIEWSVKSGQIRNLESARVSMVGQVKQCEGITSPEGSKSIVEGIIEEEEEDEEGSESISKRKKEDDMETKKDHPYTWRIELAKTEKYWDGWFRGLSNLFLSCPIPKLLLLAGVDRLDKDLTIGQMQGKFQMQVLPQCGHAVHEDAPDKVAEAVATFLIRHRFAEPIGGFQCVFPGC
pPAFAH FP inh = pPAFAH (human) enzyme inhibition. Q13093. 330,000 tested, 1.5% active. recombinant pPAFAH, FP-rhodamine probe fluorescence polarization. inhibition, % at 3.39 µM;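 active = inhibition above the mean inhibition across the screen plus 3 SD, cut at about 25% in these data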;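 also: inhibitors block binding of the rhodamine activity-based probe so polarization drops; 0% = enzyme with DMSO and 100% = wells lacking pPAFAH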
Target sequence (Q13093 whole entry, looked up): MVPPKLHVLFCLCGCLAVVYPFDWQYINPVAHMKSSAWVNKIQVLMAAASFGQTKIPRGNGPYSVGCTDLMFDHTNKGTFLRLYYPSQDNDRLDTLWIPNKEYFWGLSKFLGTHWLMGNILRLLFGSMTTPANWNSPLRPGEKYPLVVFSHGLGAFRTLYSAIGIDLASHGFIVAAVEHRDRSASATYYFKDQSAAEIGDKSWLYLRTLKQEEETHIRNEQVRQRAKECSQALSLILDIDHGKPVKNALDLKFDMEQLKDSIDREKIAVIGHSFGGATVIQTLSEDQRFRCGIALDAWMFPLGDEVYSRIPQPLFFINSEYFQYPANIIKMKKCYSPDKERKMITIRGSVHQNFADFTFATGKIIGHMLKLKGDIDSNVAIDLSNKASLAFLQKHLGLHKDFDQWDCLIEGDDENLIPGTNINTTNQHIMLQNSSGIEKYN
PAFAH1B2 inh = blocks human PAF acetylhydrolase 1b catalytic subunit 2. inhibition, % at 3.39 µM. recombinant PAFAH1B2, FP-rhodamine activity probe, fluorescence polarization. P68402. 340,000 tested, 1.2% active. AID 492953;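 active = inhibition above the mean of all tested compounds plus 3 SD, cut at about 24% in these data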;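 also: 0% = enzyme with DMSO and 100% = wells lacking PAFAH1B2; many of its hits are not listed in these tables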
Target sequence (P68402 whole entry, looked up): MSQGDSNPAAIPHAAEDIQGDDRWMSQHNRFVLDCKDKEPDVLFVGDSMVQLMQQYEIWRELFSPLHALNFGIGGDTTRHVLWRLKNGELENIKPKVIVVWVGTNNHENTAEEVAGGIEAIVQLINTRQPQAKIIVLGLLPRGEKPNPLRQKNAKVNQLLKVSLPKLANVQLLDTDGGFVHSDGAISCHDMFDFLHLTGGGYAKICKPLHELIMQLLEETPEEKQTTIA
LYPLA1 inh = blocks human lysophospholipase 1, a PME1 counter-screen | O75608 | recombinant LYPLA1, FP-Rh probe fluorescence polarization | inhibition, % at 5.9 µM | 320,000 tested, 0.16% active | AID 2174;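 active = inhibition above the mean of all tested compounds plus 3 SD, set per campaign, cut at about 14% in these data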;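 also: inhibitors block serine hydrolase probe labeling of LYPLA1 so polarization falls; 0% = enzyme with DMSO and 100% = wells lacking LYPLA1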
PAD4 inh = inhibitors of human PAD4; Q9UM07; recombinant PAD4, RCA probe fluorescence polarization; inhibition, % at 6.36 µM; 330,000 tested, 0.41% active; AID 485272;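 active = percent inhibition above a cutoff equal to the mean of all tested compounds plus 3 SD, cut at about 15% in these data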;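 also: 0% = PAD4 with RCA probe and DMSO and 100% = probe without PAD4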
Numbers without * were called inactive; nt = not tested or not shown; & = joins results of further samples; ! = repeats disagree. Some of the compounds tested (hit frequency here may not be typical).

canonical_smiles	LYPLA1 inh	pPAFAH FP inh	PAFAH1B3 inh	PAD4 inh	PME-1 inh	LYPLA2 counter	GSTO1 counter	PREPL inhibitor	PAFAH1B2 inh
COc1cc(C)c(S(=O)(=O)NC2CC(C)(C)NC(C)(C)C2)cc1C	0	0	4	-4	6	2	-6	10	3
CN1CCN(S(=O)(=O)c2ccc(Cl)cc2)CC1	0	-9	11&4	-8	-10	-6	7	-1	25*!
O=C(Nc1cccc2nsnc12)c1ccc(-c2cccc(Cl)c2)o1	-12	1	-2	-7	-1	-21	12	-7	1
O=C(/C=C/c1cccc(Br)c1)NC1CCN(Cc2ccccc2)CC1	1	4	10	-2	0	5	-8	-2	2
CCc1nc(N)c(C#N)c(-c2cccn2C)c1C	0	4	3	-1	16	1	0	15	4
O=C(CCCC(=O)c1ccccc1)Nc1ccc(F)cc1	-2	2	2	-3	4	-3	-3	-15	-3
CCOc1ccc(CN(C)C(C)C(=O)Nc2ccc([N+](=O)[O-])cc2Cl)cc1OC (stereo unspecified)	-2	-3	-1	-3	3	0	-1	1	8
O=C(COC(=O)Cc1cccs1)Nc1ccccc1	-1	14	5	-1	-8	8	4	-5	3
O=C(NCCN1CCN(c2ccccc2)CC1)c1cccn2c(=O)c3ccccc3nc12	2	1	-1	0	-1	8	-2	-14	3
CCOc1ccc(CC(=O)Nc2ccc(S(=O)(=O)N3CCCC3)cc2)cc1	0	2	0	-2	6	-1	0	-7	1
CCN(CC)CCOC(=O)C(Cc1ccco1)Cc1cccc2ccccc12 (stereo unspecified)	0	0	-3	-3	3	1	1	5	4
O=C(Cc1ccc([N+](=O)[O-])cc1)NCc1ccccc1Cl	-2	-5	1	3	-3	-3	13	4	6
CN(CCC1CCCCO1)C(=O)CCc1nnc(CCCCc2ccccc2)o1 (stereo unspecified)	2	-2	4	-6	-3	6	0	16	6
CCO[C@H]1OC(C(=O)Nc2ccccc2)=C[C@@H](C2CC2)[C@@H]1CCCO	6	1	6	3	-1	0	2	-5	6
Cn1c(CN2CCCCC2)c(C#N)c2ccccc21	0	5	12	2	5	1	-1	10	1
CCNC(=O)c1cc2c(=O)n3cccc(C)c3nc2n(CCc2ccccc2)c1=N	-2	4	-2	2	1	2	-2	24	4
C=CCn1c(SCC(=O)NC2CC2)nnc1-c1cccs1	4	3	-1	3	-1	4	3	6	-1
Cc1ncc([N+](=O)[O-])n1CC(=O)Nc1ccc(Cl)cc1	-1	4	2	2	1	47*	0	10	3
O=C1OC(c2ccccc2)/C(=C(/O)c2ccccc2)C1=O (stereo unspecified)	-3	-3	-2	-4	-3	-6	1	0	4
CC(C)CCn1c(SCCc2ccccc2)nc2c1c(=O)[nH]c(=O)n2C	2	6	3	-2	5	7	2	13	4
CC(C)(C)C1CCC(=NNC(=O)C(=O)NC2CCCCC2)CC1 (stereo unspecified)	1	2	3	2	5	3	5	0	-2
NC(=O)Cn1cc(C(=O)COc2ccccc2)c2ccccc21	-1	4	nt	-1	-4	-3	8	-9	nt
O=C(COc1ccccc1Cl)NC(=O)NC1CCCCC1	0	-6	6	0	6	2	-2	11	4
O=C(c1nc2ccccc2s1)N1CCN(c2ccccn2)CC1	-3	-5	4	3	-1	-5	7	10	3
CCn1c(SCc2ccc(F)cc2)nc2c(c1=O)SCC2	0	3	6	-5	5	11	0	39	0
COC(=O)COc1cc(OCC(=O)OC)c2c(C)c(Cl)c(=O)oc2c1	-5	-2	4	2	3	-1	4	5	6
C=CCn1cc(C(=O)NCCOC)c(=O)c2cc(S(=O)(=O)N(CC)CC)ccc21	0	5	3	-4	-5	7	-1	-6	1
CCOC(=O)CC(=O)c1sc2c(c1N)c(=O)[nH]c(=O)n2-c1ccc(OC)cc1	-3	3	7	-2	-1	1	19	-7	5
O=[N+]([O-])c1c(C(Cl)Cl)nn(-c2ccccc2)c1N1CCCC1	-3	5	-1	5	2	0	-2	-3	-1
CCc1nc2sc(C(=O)O)c(N)c2c2c1CCCC2	-2	1	11	1	2	5	14	-5	12
Cc1ccccc1Cc1c(C)nc2c(C(=O)NCc3ccco3)cnn2c1C	-2	27*	-7	-1	-8	1	-11	-10	-2
C=CCc1ccccc1OCCNCCCOC	1	-2	12	4	0	12	1	10	2
Cn1c(CNC(=O)Nc2cccc(Cl)c2)nnc1SCc1ccccc1	0	1	0	-1	-7	1	-3	2	12
Cc1cc(C(F)(F)F)n2nc(C(=O)O)c(Cl)c2n1	1	-1	0	-2	-4	4	-2	0	0
COC(=O)C(CCCCNC(=O)c1ccc([N+](=O)[O-])cc1)NC(=O)c1ccc([N+](=O)[O-])cc1 (stereo unspecified)	3	-4	-1	4	-2	11	4	4	5
COc1ccc(OC)c(N/C=C/C(=O)c2ccccc2)c1	3	6	5	-1	15	7	6	2	10
COc1ccc(CCNC(=O)c2cccc(-n3cnnn3)c2)cc1	nt	2	5	3	nt	nt	nt	16	6
CSC(=S)N/N=C/c1ccc(Br)cc1	-8	3	2	5	2	0	5	-13	2
COc1cccc(-c2nn(C)c3sc(C(=O)N4CCOCC4)cc23)c1	4	-2	-2	-4	5	7	-6	5	0
O=C(c1ccc(Cl)s1)N1CCOCC1	1	6	0	-3	1	11	0	7	4
COc1cccc(CC(=O)OCC(=O)N(C)CC(=O)Nc2ccc(F)cc2)c1	-2	-1	-1	-5	0	-3	-7	12	2
Cc1ccccc1N(C(=O)CCC(=O)Nc1ccccn1)C(C(=O)NC(C)C)c1ccc(F)cc1 (stereo unspecified)	3	4	-5	0	-2	2	2	16	3
O=C1CC(c2ccco2)CC(O)=C1C=Nc1cc(Cl)cc(Cl)c1 (stereo unspecified)	1	14	-1	-1	2	6	4	4	4
O=C(c1cc2ccccc2oc1=O)N(Cc1ccco1)C1CCS(=O)(=O)C1 (stereo unspecified)	-1	4	0	-5	4	-6	-1	-4	0
Cn1c(C(=O)O)c(CC(=O)N2CCC(Cc3ccccc3)CC2)c2ccccc21	-5	18	-1	-3	-7	-11	42*	8	19
COC(=O)Nc1cc(C)n(-c2ccccc2)n1	-1	0	-7	-1	-3	-1	8	5	4
Cc1oc2c(c1C(=O)NCc1cc(C(=O)O)co1)CCCC2	-4	3	1	2	-2	-3	7	4	7
c1ccc(-c2nnc(SCc3nc4ccccc4[nH]3)n2Cc2ccco2)nc1	1	5	6	2	0	0	2	-1	-4
Cc1ccc(S(=O)(=O)n2c([N+](=O)[O-])cnc2C)cc1C	0	-8	9	-9	0	-7	1	2	2
CC(C)(C)OC(=O)C[C@@H]1C/C=C\C[C@H](CC(=O)N(CCO)Cc2ccccc2)C(=O)N2CCC[C@H]2COC1=O	nt	-5	9	3	nt	nt	nt	25	8
Cc1cc(C)cc(NC(=O)CSc2nc(=O)n3cc(C)ccc3n2)c1	5	25*	2	2	5	7	-1	15	4
CC(C)(C)NCCOc1ccc2ccccc2c1	-3	0	9	0	2	-5	-2	-1	3
O=C(c1cccs1)N1CCN(c2ccc([N+](=O)[O-])cc2F)CC1	2	8	5	-5	2	10	-7	33	4
CC1=NN(CCc2ccccn2)C(=O)CC1	-2	0	2	4	-2	-2	3	-7	1
COc1ccc(S(=O)(=O)NNC(=O)Nc2ccc(F)cc2)cc1	-1	-6	nt	1	-5	5	-1	6	nt
Cc1nc(CS(=O)(=O)c2ccccc2)cc(Sc2ccc(Cl)cc2Cl)n1	3	5	5	-5	3	1	3	42	1
O=C(NCCN1CCCCC1)/C(=N\O)c1ccccc1	2	4	-1	-5	7	4	-2	-1	-2
CC(NC(=O)c1ccc(Cn2cc([N+](=O)[O-])cn2)o1)c1ccccc1 (stereo unspecified)	2	2	-1	-2	5	5	2	10	11
CCOc1ccc(C(=O)OC(C)CN2CCCCC2)cc1 (stereo unspecified)	0	-2	6	-4	1	7	-5	-6	4
N#CCCN(Cc1cccnc1)C(=S)NC(=O)c1ccc(S(=O)(=O)N2CCCC2)cc1	-1	4	2	-2	3	2	10	-4	-2

New compounds follow.
canonical_smiles	LYPLA1 inh	pPAFAH FP inh	PAFAH1B3 inh	PAD4 inh	PME-1 inh	LYPLA2 counter	GSTO1 counter	PREPL inhibitor	PAFAH1B2 inh
COc1ccc(CNC(=O)COC(=O)CCS(=O)(=O)c2ccc(C)cc2)cc1OC	3	8	0	-3	-6	2	4	5	4
C=CCn1c(=N)c(C(=O)NCCCOC)cc2c(=O)n3cc(C)ccc3nc21	0	1	5	1	3	5	-1	14	6
N#CCCN(C(=O)COC(=O)CCc1nc2ccccc2c(=O)[nH]1)c1ccccc1F	0	-2	3	-7	-2	-4	nt	10	3
O=C(NCc1cccc(OC(F)(F)F)c1)c1ccc2c(c1)S(=O)(=O)c1cc(Cl)ccc1C2=O	nt	4	1	0	nt	nt	nt	17	4
COc1ccc(N=C2NC(=O)S/C2=C\c2ccc(N(C)C)cc2)cc1	28*	23	13	36*	47*	33*	10	28	19
CN(C)/C=C/C(=O)c1ccc(F)cc1F	0	-3	3	-3	-1	-3	2	9	4
CCCNC(=O)C(=O)NCC(c1ccc2c(c1)OCO2)N1CCN(c2ccc(F)cc2)CC1 (stereo unspecified)	8	0	7	-1	0	7	3	35	1
Cc1cc(S(=O)(=O)NCCN2CCOCC2)c(C)s1	-3	2	10	1	-5	0	-1	-1	3
CCOc1cc(C2CC(=O)NC(SCC)=C2C#N)ccc1O (stereo unspecified)	-2	-2	2	4	8	0	-4	0	2
Cc1nnc2n(-c3ccccc3)c(=O)c3ccccc3n12	2	-3	3	0	-7	2	2	-8	2
CCOC(=O)C(NS(=O)(=O)c1ccccc1)(C(F)(F)F)P(=O)(OCC(C)C)OCC(C)C (stereo unspecified)	2	-2	15	5	2	2	25	3	7
O=C(NC1CCCN(Cc2ccc(Cl)cc2)C1)c1ccoc1 (stereo unspecified)	-3	10	8	1	0	0	-6	3	2
COc1ccc(CCN(C)C(=O)C2CCN(Cc3ccc(C)cc3)CC2)cc1OC	5	2	3	0	3	6	2	16	-3
COc1ccc(S(=O)(=O)N2C3CCC2CC(NC(=O)C2CC2)C3)cc1 (stereo unspecified)	0	-1	4	-3	-4	5	1	6	8
O=C(NC1CCNCC1)C1CCCCC1	-3	0	2	2	3	-7	-2	-5	4
O=C1CCC/C1=C/Nc1cccc(F)c1	0	0	2	-1	7	4	-10	4	6
CN1CCc2c1nc1ccccc1c2NC(=O)CN1CCCC1	5	-3	7	2	0	0	4	-21	4
COc1ccc(Cl)cc1C(=O)NNC1CC(=O)N(Cc2ccc(Cl)cc2)C1=O (stereo unspecified)	1	8	-5	0	-1	3	0	19	16

3 entries already listed, ordered by their value in PAD4 inh, low to high.
Compound,pPAFAH FP inh,PAFAH1B3 inh,PAD4 inh,PME-1 inh,PREPL inhibitor,PAFAH1B2 inh
O=C1CCC/C1=C/Nc1cccc(F)c1,0,2,-1,7,4,6
COc1ccc(Cl)cc1C(=O)NNC1CC(=O)N(Cc2ccc(Cl)cc2)C1=O (stereo unspecified),8,-5,0,-1,19,16
C=CCn1c(=N)c(C(=O)NCCCOC)cc2c(=O)n3cc(C)ccc3nc21,1,5,1,3,14,6
